Nrf2 activator = Nrf2 pathway activation | Potency, µM (top dose mostly 46.1 µM), for the others: top-dose activation, actives largely listed as activators | AID 624171 | AREc32 ARE-luciferase reporter (MCF7-derived line), luminescence, 24 h | hit rate 0.31% among 410,000; note: potency is the fitted concentration of half-maximal effect; % of control where 0% means no effect; nearly all actives have a fitted effect of over 65% in size
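Nrf2 activation is followed as ARE-luciferase induction in the AREc32 line after one day of compound treatment; luminescence is read with Steady-Glo.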
HepG2 viability = HepG2 cytotoxicity, counter-screen for TGF-b inhibitors; Potency, µM (series often up to 46.1 µM), without a hit: top-dose activity change, negative = cytotoxicity, hits mostly cytotoxic; HepG2 CAGA-GFP viability, ATP luminescence, 18 h; hit rate 0.76% among 410,000; note: potency is the fitted concentration of half-maximal effect; some results filed as inactive show a strong effect at the top dose
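CellTiter-Glo luminescence gave cytotoxicity after 18 hours at 37 degrees C. The cells were HepG2 CAGA-GFP in 1% FBS DMEM, stimulated with 500 pg/mL TGF-beta after compound addition. %Activity was normalised to no-cell wells (complete cell-killing) and DMSO (no toxicity), and curves were fitted and classified.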
ATXN2 expr inh = reduces ATXN2 reporter expression in HEK-293 cells. HEK-293 ATXN2-luciferase reporter, luminescence, 24 h. AID 1745845. Potency, µM (highest dose often 57 µM), without a hit: at the top dose activity change, negative = inhibition, usual class: inhibitors. hit rate 0.72% among 360,000; note: potency is the fitted concentration of half-maximal effect; % is set by controls: 0 for no effect and ±100 for the full control effect; nearly all actives have a fitted effect of over 55% in size
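qHTS (up to 57 uM final) was run with 24 h compound exposure of reporter cells at 37 °C. Each well was multiplexed: SteadyGlo luminescence measured ATXN2-luciferase expression after a fluorogenic Gly-Phe-AFC viability readout (25 uM final).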
TGFb SMAD3 inh = inhibitors of TGF-b signaling; HepG2 CAGA-GFP TGF-b/SMAD3 reporter, GFP fluorescence, 18 h; TGF-beta stimulated, 500 pg/mL final; Potency, µM (series often up to 46.1 µM), inactives show at the top dose activity, negative = inhibition, usual class: inhibitors; hit rate 1.2% among 410,000; AID 588855; note: potency is the fitted concentration of half-maximal effect; % is set by controls: 0 for no effect and ±100 for the full control effect; nearly all actives have a fitted effect of over 65% in size
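Using HEPG2 CAGA-GFP reporter cells at 1000 cells/well, we pinned test compounds, stimulated with recombinant TGF-beta (500 pg/mL final) and measured total well GFP after 18 h.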
ATXN viability = reduces viability in counter-screen for ATXN expression inhibitors; hit rate 0.49% among 400,000; Potency, µM (series often up to 56.7 µM), most hits filed as cytotoxic; S2 cells (HEK-293 line with an ATXN2-luciferase reporter) viability, CellTiter-Fluor protease fluorescence, 24 h; AID 651635; note: potency is the fitted concentration of half-maximal effect; nearly all actives have a fitted effect of over 40% in size
Nrf2 block = Nrf2 pathway inhibition. A549 ARE-Fluc reporter, luciferase luminescence, 18-24 h. Potency, µM (highest dose often 46 µM), without a hit: at the highest dose activity change, negative = inhibition, hits mostly inhibitors. hit rate 2.1% among 360,000; note: potency is the fitted concentration of half-maximal effect; % is set by controls: 0 for no effect and ±100 for the full control effect; nearly all actives have a fitted effect of over 60% in size
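Two sequential reads on A549 ARE_Fluc cells exposed to compound for 18-24 h: a CellTiter-Fluor fluorescence read for viability, then a luciferase luminescence read for Nrf2/ARE activity.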
MCF10A rerep = induces DNA re-replication in MCF 10a normal breast cells. AID 624296. hit rate 2.9% among 350,000. MCF 10A DNA re-replication, Hoechst nuclear intensity, 48 h. Potency, µM (highest dose often 46.1 µM), for inactives: at the highest dose activity, positive = re-replication, usual class: activators; note: potency is the fitted concentration of half-maximal effect; % of control where 0% means no effect; nearly all actives have a fitted effect of over 50% in size
IL1B secr inh = inhibitors of inflammasome signaling (IL-1 beta secretion); activity change, % at 57.5 µM; AID 743279; hit rate 4.7% among 360,000; THP-1 LPS/ATP IL-1B secretion, AlphaLISA, 16 h; active compounds read low; in the data active = activity change below about -50%; inconclusive = mostly about -30% to -49%; note: % is set by controls: 0 for no effect and ±100 for the full control effect
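THP-1 cells pretreated 1 hr with compounds (up to 57.5 uM final), then stimulated with LPS (250 ng/mL final) plus ATP (1.25 mM final); secreted IL-1B measured by AlphaLISA after 16 hr, decreased signal indicating inhibition.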
A549 viability = A549 cytotoxicity, counter-screen for Nrf2 inhibitors; A549 ARE-Fluc cells, CellTiter-Fluor viability, 18-24 h; Potency, µM (titrated, usually from 46 µM), without a hit: top-dose activity change, negative = cytotoxicity, usual class: inhibitors; hit rate 0.16% among 390,000; note: potency is the fitted concentration of half-maximal effect; % is set by controls: 0 for no effect and ±100 for the full control effect
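A549 ARE_Fluc cells in 5% FBS OPTI-MEM were exposed to compounds in concentration-response for 18-24 h at 37 deg C. Viability was read by CellTiter-Fluor fluorescence (Ex 405/Em 525) after 30 min, before the luciferase read.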
* = called active by the depositor; [ ] = dose if it differs, or a comment. Unless noted, calls come from the whole dose curve; as a rule, active = well fitted curve in the direction sought with a large enough effect; inconclusive = small, poorly fitted or top-dose-only effect, or another doubt; inactive = no such curve, though single readings can be large; an effect the other way counts as inactive or inconclusive.

How did C[C@@H]1C(=O)O[C@@H]2[C@H](O)C34[C@H]5C[C@@H](C(C)(C)C)C36[C@H](OC(=O)[C@@H]6O)OC4(C(=O)O5)[C@@]12O (stereo not given in full) do in these assays?
Nrf2 activator: 6.2%; HepG2 viability: -10%; ATXN2 expr inh: -17%; TGFb SMAD3 inh: -8%; ATXN viability: inactive; Nrf2 block: 11%; MCF10A rerep: inconclusive; IL1B secr inh: 5; A549 viability: 3%

How did CCN(CC(=O)NCc1cccs1)CC(=O)Nc1ccccc1C do in these assays?
Nrf2 activator: -0.3%; HepG2 viability: 21%; TGFb SMAD3 inh: 35%[activator]; ATXN viability: inactive; Nrf2 block: 2%; MCF10A rerep: -1%; IL1B secr inh: -7; A549 viability: 17%

What do the screens show for `CC(C)(C)OC(=O)N1CCC(c2c(C(=O)NCC3CCN(C4CCCC4)C3)cnn2-c2ccc(F)cc2)CC1` (stereo not given)?
Nrf2 activator: 0.3%; HepG2 viability: -20%; ATXN2 expr inh: -1%; TGFb SMAD3 inh: -8%; ATXN viability: inactive; Nrf2 block: -6%; MCF10A rerep: 7%; IL1B secr inh: inconclusive; A549 viability: 0%

How did Cc1cc(-n2c(C)cc(C(=O)CN3C(=O)NC4(CCCC4)C3=O)c2C)no1 do in these assays?
Nrf2 activator: 5.5%; HepG2 viability: 11%; ATXN2 expr inh: 0%; TGFb SMAD3 inh: -5%; ATXN viability: inactive; Nrf2 block: 23%; MCF10A rerep: -3%; IL1B secr inh: -4; A549 viability: 7%

What do the screens show for `O=C(O)C1CCCCC1C(=O)NC1C2CC3CC(C2)CC1C3` (stereo not given)?
Nrf2 activator: -0.2%; HepG2 viability: 18%; ATXN2 expr inh: 7%; TGFb SMAD3 inh: -12%; ATXN viability: inactive; Nrf2 block: -14%; MCF10A rerep: 11%; IL1B secr inh: 29; A549 viability: -7%

What do the screens show for `Cc1cccc(CS(=O)(=O)Cc2ccc(C(=O)NCCCN3CCCC3)o2)c1`?
Nrf2 activator: -0.2%; HepG2 viability: 0%; ATXN2 expr inh: 1%; TGFb SMAD3 inh: 10%; ATXN viability: inactive; MCF10A rerep: -18%; IL1B secr inh: 19; A549 viability: 14%

How did C[C@@H]1COC(=O)[C@H](Cc2ccc(F)cc2)CC/C=C\C[C@@H](CC(=O)NCCO)C(=O)N1 do in these assays?
Nrf2 activator: -1.2%; HepG2 viability: 5%; ATXN2 expr inh: 12%; TGFb SMAD3 inh: 8%; ATXN viability: inactive; Nrf2 block: -2%; MCF10A rerep: -6%; IL1B secr inh: 19; A549 viability: -1%

Results for O=C(N/N=C/c1ccccc1)c1n[nH]c2c1CCCC2 ?
Nrf2 activator: -0.5%; HepG2 viability: -15%; ATXN2 expr inh: inconclusive; TGFb SMAD3 inh: -34%; ATXN viability: inactive; Nrf2 block: inconclusive; MCF10A rerep: inconclusive; IL1B secr inh: inconclusive; A549 viability: -20%

What do the screens show for `CC(=NNC(=O)CSc1nc2ccccc2o1)c1ccco1`?
Nrf2 activator: inconclusive; HepG2 viability: 5%; ATXN2 expr inh: 47%[activator]; TGFb SMAD3 inh: 0%; ATXN viability: inactive; Nrf2 block: 19%; MCF10A rerep: 5%; IL1B secr inh: 6; A549 viability: 2%

How did COc1ccc(CCNc2nc(C)nc3c2nnn3Cc2ccccc2)cc1 do in these assays?
Nrf2 activator: 0.0%; HepG2 viability: 6%; ATXN2 expr inh: -14%; TGFb SMAD3 inh: 4%; ATXN viability: inactive; Nrf2 block: -13%; MCF10A rerep: 3%; IL1B secr inh: 5; A549 viability: 0%

Results for Cc1cccc(NC(=O)Cn2c(=O)c3cccn3c3ccccc32)c1C ?
Nrf2 activator: -0.8%; HepG2 viability: 1%; TGFb SMAD3 inh: 0%; Nrf2 block: 23µM*; A549 viability: -17%

Results for O=C(NCCCn1ccnc1)c1cc(S(=O)(=O)N2CCOCC2)c(Cl)cc1Cl ?
Nrf2 activator: 0.0%; HepG2 viability: -11%; ATXN2 expr inh: 6%; TGFb SMAD3 inh: -4%; ATXN viability: inactive; Nrf2 block: 19%; MCF10A rerep: 12%; IL1B secr inh: 23; A549 viability: 2%

Results for N#Cc1ccccc1NC(=O)c1ccc2c(Cl)c3c(nc2c1)CCCC3 ?
Nrf2 activator: 3.7%; HepG2 viability: -21%; ATXN2 expr inh: 40%[activator]; TGFb SMAD3 inh: inconclusive; ATXN viability: inactive; Nrf2 block: inconclusive; MCF10A rerep: 1%; A549 viability: -10%

Results for CCCCc1nc2ccccc2c(=O)n1NC(=O)c1c(O)c2cccc3c2n(c1=O)CC3 ?
Nrf2 activator: -0.7%; HepG2 viability: 6%; ATXN2 expr inh: 1%; TGFb SMAD3 inh: 3%; ATXN viability: inactive; Nrf2 block: inconclusive; MCF10A rerep: 2%; IL1B secr inh: 25; A549 viability: -8%

What do the screens show for `CCC(=O)N1CCc2cc(Br)cc(S(=O)(=O)NCC3CCCN3CC)c21` (stereo not given)?
Nrf2 activator: -0.7%; HepG2 viability: -11%; ATXN2 expr inh: 1%; TGFb SMAD3 inh: -24%; ATXN viability: inactive; Nrf2 block: -10%; MCF10A rerep: -1%; IL1B secr inh: 32; A549 viability: -4%

What do the screens show for `CN(c1ccc(OCC(=O)NCc2cccnc2)cc1)S(=O)(=O)c1ccc(Cl)cc1`?
Nrf2 activator: 0.1%; HepG2 viability: 4%; ATXN2 expr inh: -13%; TGFb SMAD3 inh: -14%; ATXN viability: inactive; Nrf2 block: inconclusive; MCF10A rerep: 4%; IL1B secr inh: 0; A549 viability: 7%

How did CCOC(=O)c1c(S(=O)(=O)N2CCN(C)CC2)c(C)n(C)c1C do in these assays?
Nrf2 activator: -0.3%; HepG2 viability: 5%; ATXN2 expr inh: 6%; TGFb SMAD3 inh: 3%; ATXN viability: inactive; Nrf2 block: 2%; MCF10A rerep: 1%; IL1B secr inh: 9; A549 viability: -8%

What do the screens show for `COc1cc(CN(CC2CCCO2)C(=O)c2cccs2)cc(OC)c1OC` (stereo not given)?
Nrf2 activator: -1.1%; HepG2 viability: -1%; ATXN2 expr inh: 4%; TGFb SMAD3 inh: 7%; ATXN viability: inactive; Nrf2 block: -6%; MCF10A rerep: -1%; IL1B secr inh: -8; A549 viability: -6%

Results for CCC(=O)Nc1ccc(S(=O)(=O)N2CCOCC2)cc1 ?
Nrf2 activator: -0.8%; HepG2 viability: 0%; ATXN2 expr inh: -10%; TGFb SMAD3 inh: -2%; ATXN viability: inactive; Nrf2 block: 6%; MCF10A rerep: 14%; IL1B secr inh: 23; A549 viability: -1%

How did COCCNc1nc(-c2cc(F)ccc2C)c2sc(-c3ccccc3)cc2n1 do in these assays?
Nrf2 activator: 1.4%; HepG2 viability: -29%; ATXN2 expr inh: -15%; TGFb SMAD3 inh: -1%; ATXN viability: inactive; IL1B secr inh: -82*

Of the compounds above, two have a furan ring, fused or not:
What do the screens show for `Cc1cccc(CS(=O)(=O)Cc2ccc(C(=O)NCCCN3CCCC3)o2)c1`?
Nrf2 activator: -0.2%; HepG2 viability: 0%; ATXN2 expr inh: 1%; TGFb SMAD3 inh: 10%; ATXN viability: inactive; MCF10A rerep: -18%; IL1B secr inh: 19; A549 viability: 14%

What do the screens show for `CC(=NNC(=O)CSc1nc2ccccc2o1)c1ccco1`?
Nrf2 activator: inconclusive; HepG2 viability: 5%; ATXN2 expr inh: 47%[activator]; TGFb SMAD3 inh: 0%; ATXN viability: inactive; Nrf2 block: 19%; MCF10A rerep: 5%; IL1B secr inh: 6; A549 viability: 2%

Following part:
What do the screens show for `COc1cc(/C=N/NC(=O)c2c(-c3ccccc3)noc2C)ccc1O`?
Nrf2 activator: 0.3%; HepG2 viability: 0%; ATXN2 expr inh: -3%; TGFb SMAD3 inh: -6%; ATXN viability: inactive; MCF10A rerep: 0%; IL1B secr inh: 3; A549 viability: -1%

What do the screens show for `O=C(CSc1cccc[n+]1[O-])N1CCCCCC1`?
Nrf2 activator: -0.1%; HepG2 viability: -38%; ATXN2 expr inh: -8%; TGFb SMAD3 inh: 0%; ATXN viability: inactive; Nrf2 block: 0%; MCF10A rerep: 0%; IL1B secr inh: -10; A549 viability: -3%

Results for Cc1ccc(-c2nnc(Nc3ccc(Cl)cc3)c3ccccc23)cc1S(=O)(=O)N1CCOCC1 ?
Nrf2 activator: 4.4%; HepG2 viability: 1%; ATXN2 expr inh: 7%; TGFb SMAD3 inh: inconclusive; ATXN viability: inactive; Nrf2 block: -5%; A549 viability: -7%

What do the screens show for `Nc1cccc(Cl)c1N1CCOCC1`?
Nrf2 activator: 0.4%; HepG2 viability: -1%; ATXN2 expr inh: -6%; TGFb SMAD3 inh: -2%; ATXN viability: inactive; Nrf2 block: -8%; MCF10A rerep: -2%; IL1B secr inh: 10; A549 viability: -4%

What do the screens show for `CCOC(=O)NC1CCc2cc(OC)c(OC)c(OC)c2-c2ccc(SC)c(=O)cc21` (stereo not given)?
Nrf2 activator: 3.6%; HepG2 viability: 12%; ATXN2 expr inh: -3%; TGFb SMAD3 inh: 0%; ATXN viability: inconclusive; Nrf2 block: inconclusive; MCF10A rerep: inconclusive; IL1B secr inh: 45; A549 viability: inconclusive

How did COc1cc(NC(=O)C2CCC(=O)N2S(=O)(=O)c2ccc(C)cc2)cc(OC)c1 (stereo not given) do in these assays?
Nrf2 activator: -0.1%; HepG2 viability: 1%; ATXN2 expr inh: 25%; TGFb SMAD3 inh: -1%; ATXN viability: inactive; Nrf2 block: -1%; MCF10A rerep: 7%; IL1B secr inh: 12; A549 viability: -5%

Results for Cc1ccc(SCc2cc(=O)[nH]c(Nc3nc(C)c4ccccc4n3)n2)cc1 ?
Nrf2 activator: 3.1%; HepG2 viability: -19%; ATXN2 expr inh: -18%; TGFb SMAD3 inh: -11%; ATXN viability: inactive; Nrf2 block: 8%; MCF10A rerep: 8%; IL1B secr inh: -7; A549 viability: 7%
